MEKK3 PB1 HTS: raises or lowers MEK5 binding to the human MEKK3 PB1 domain; Q99759; 290,000 tested, 1.4% active; binding response (% of control), % at 10 µM; AID 1529; bead-based flow cytometry, Alexa488-MEK5 binding to MEKK3; actives lie on both sides; 0 = blocked by unlabeled MEK5, 100 = vehicle;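 active = binding response more than 3 SD above or below the average of its plate-row segment, actives on both sides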;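 note: Alexa488 bead fluorescence after subtracting the streptavidin-only scavenger bead signal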
MEKK2wt PB1 HTS: raises or lowers MEK5 binding to wildtype human MEKK2 PB1 domain; bead flow cytometry, Alexa488-MEK5 binding to MEKK2 WT; actives lie on both sides; binding response (% of control), % at 10 µM; 290,000 tested, 1.1% active; AID 1531; in the data active = binding response below about 67% or above about 130%
V1aR counter: V1a receptor agonism, counter-screen for OXTR agonists | CHO-V1R cells, Fluo-8 calcium fluorescence, agonist mode; 0% DMSO, 100% 3 nM vasopressin | P37288 | activation, % at 3 µM | 320,000 tested, 0.25% active | AID 2797;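 active = activation above the mean activation of all tested compounds plus 3 SD, per screening run, cut at about 20% in these data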;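 note: signal is peak over basal fluorescence ratio across a 100 second FLIPR read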
PHOSPHO1 inh: PHOSPHO1 (human) inhibition. Q8TCT1. recombinant PHOSPHO1, absorbance phosphatase assay. inhibition, % at 13.3 µM. 290,000 tested, 1.1% active; in the data active = inhibition above about 60%
Target sequence (Q8TCT1 whole entry, looked up): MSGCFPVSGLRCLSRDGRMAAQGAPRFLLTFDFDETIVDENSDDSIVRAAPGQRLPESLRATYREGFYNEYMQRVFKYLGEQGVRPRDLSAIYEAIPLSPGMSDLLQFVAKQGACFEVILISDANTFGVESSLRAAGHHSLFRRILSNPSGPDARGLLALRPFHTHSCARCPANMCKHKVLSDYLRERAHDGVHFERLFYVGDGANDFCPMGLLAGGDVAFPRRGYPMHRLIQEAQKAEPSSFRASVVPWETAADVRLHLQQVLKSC
NALP1 yeast inh: blocks the NALP1 inflammasome reconstituted in yeast. S. cerevisiae NALP1/ASC/caspase-1 growth, X-gal OD620, 72 h. inhibition, % at 10 µM. AID 2071. 280,000 tested, 0.61% active; in the data active = inhibition mostly above about 24%, no sharp cut-off; inactive = mostly below about 32%; note: some compounds called inactive have numbers as strong as hits
MEKK2mut PB1 HTS: signal of MEK5 binding to mutant human MEKK2 PB1 domain; AID 1530; percent response, % at 10 µM; bead flow cytometry, Alexa488-MEK5 binding to MEKK2 mutant; 290,000 tested, 0.35% active; in the data active = percent response above about 24%, passing the limit was not always enough; note: inactives centre near 1; some results filed as inactive read as strong as hits; reference of the scale not given here
GalR3 antag: human GalR3 antagonism. O60755. HEK293 GalR3-CNG cAMP membrane potential fluorescence; galR3 body fused to GalR1 C-terminus. inhibition, % at 3 µM. 360,000 tested, 0.44% active. AID 651719;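 active = inhibition above the screen-wide average plus 3 SD, cut at about 13% in these data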;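 note: forskolin and galanin both at EC90 stimulate the cells; cAMP rise reported by CNG channel membrane potential dye signal; 0% = forskolin plus galanin with DMSO and 100% = forskolin alone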
OXTR ag: activates the human oxytocin receptor; P30559; CHO-OTR cells, Fluo-8 calcium fluorescence; normalized: DMSO 0%, oxytocin 100%; 320,000 tested, 0.32% active; AID 2435; activation, % at 3 µM;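 active = activation above the mean of all tested compounds plus 3 SD, cutoff set per screening run, cut at about 20% in these data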;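 note: peak over basal fluorescence ratio from a 100 s FLIPR kinetic read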
Target sequence (P30559 whole entry, looked up): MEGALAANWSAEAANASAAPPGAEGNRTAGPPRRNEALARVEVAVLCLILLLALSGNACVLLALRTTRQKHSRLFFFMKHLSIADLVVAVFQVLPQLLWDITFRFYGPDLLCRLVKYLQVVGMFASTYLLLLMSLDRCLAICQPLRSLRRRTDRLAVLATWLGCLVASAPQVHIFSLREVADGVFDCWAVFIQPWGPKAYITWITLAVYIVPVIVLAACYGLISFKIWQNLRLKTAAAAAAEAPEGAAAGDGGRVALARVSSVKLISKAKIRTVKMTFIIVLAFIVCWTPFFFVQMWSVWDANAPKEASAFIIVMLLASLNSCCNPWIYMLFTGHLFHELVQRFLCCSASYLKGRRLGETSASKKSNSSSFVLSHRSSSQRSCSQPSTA
GPR7 antagonist: human neuropeptides B/W receptor 1 antagonism; P48145; GPR7-expressing cells, fluorescence antagonist assay; inhibition, % at 4.4 µM; 290,000 tested, 1.1% active; AID 1861; in the data active = inhibition above about 16%, passing the limit was not always enough;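 note: cells stimulated with the agonist NPW; 0% = agonist with vehicle and 100% = vehicle without agonist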
Target sequence (P48145 whole entry, looked up): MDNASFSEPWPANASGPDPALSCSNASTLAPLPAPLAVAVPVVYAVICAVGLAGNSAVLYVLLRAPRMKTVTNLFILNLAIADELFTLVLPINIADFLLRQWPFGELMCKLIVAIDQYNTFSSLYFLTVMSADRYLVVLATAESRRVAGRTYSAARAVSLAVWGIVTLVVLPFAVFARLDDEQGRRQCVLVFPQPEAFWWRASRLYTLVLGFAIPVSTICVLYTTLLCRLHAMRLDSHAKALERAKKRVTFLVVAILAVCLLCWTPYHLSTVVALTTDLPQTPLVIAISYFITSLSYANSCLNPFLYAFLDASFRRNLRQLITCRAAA
The depositor's hits bear a star; x = not tested or not shown; [ ] = remark or other dose. Outcome played no part in choosing rows. About 5.4% of those tested had a hit in this group.

SMILES	MEKK3 PB1 HTS	MEKK2wt PB1 HTS	V1aR counter	PHOSPHO1 inh	NALP1 yeast inh	MEKK2mut PB1 HTS	GalR3 antag	OXTR ag	GPR7 antagonist
C=CCOc1ccc2c(c1)c(S(=O)(=O)c1ccc(C)cc1)cn2COC	98	98	1.2	-1	20	-3	-13	0.7	-7
O=[N+]([O-])c1ccc(/C([O-])=C(/C(=S)Nc2ccccc2F)[n+]2ccccc2)cc1	100	101	0.3	8	-16	0	-8	0.1	-8
Cc1ccc(NC(=O)c2ccc(C#CC3(O)CCCCC3)cc2)cc1C	110	115	1.5	-3	38	9	-9	0.3	-8
CCOc1ccc(C(=O)Nc2cccc(-c3nc4ccccc4[nH]3)c2C)cc1[N+](=O)[O-]	124	105	-0.7	-7	7	-1	0	0.2	-11
COCCOC(=O)C1=C(C)NC(=O)NC1c1c(Cl)nc2c(C)cccn2c1=O (configuration not stated)	117	103	0.7	-55	18	0	x	0.1	2
O=c1cc(/C=C/c2ccccc2)oc2ccccc12	107	108	-1.3	19	x	7	-7	-0.9	-5
COC(=O)c1ccc(C(=O)OC)c(NC(=O)COC(=O)CC2CC3CCC2C3)c1 (configuration not stated)	113	118	0.4	6	5	9	-4	-0.3	1
CCOC(=O)/C=C1\Nc2ccccc2OC1=O	101	102	0.0	19	47*	12	-2	0.6	-1
O=C(CCc1nnc2ccc(NCc3ccco3)nn12)Nc1cccc(F)c1	101	97	0.8	12	5	0	7	1.7	-6
COCC(=O)N1CCC(Oc2ccc(C(=O)NCc3cc(C)n(C)n3)cc2)CC1	96	99	x	12	-6	-4	-1	x	4
Cc1nc(C)c(-c2csc(Nc3ccc(N)cc3)n2)s1	106	102	0.7	x	-32	4	-7	-1.1	-3
COc1ccccc1N(CN1CCCC1=O)C(=O)c1ccccc1F	99	98	0.4	14	-14	-1	0	0.8	1
CCN1C(=O)C2C(c3cccc(F)c3)NC(CC)(C(=O)OC)C2C1=O (configuration not stated)	101	95	0.0	18	3	-6	4	0.2	-7
CCC(=O)Nc1c(-c2ccc(OC)cc2)c(=O)c2ccccc2n1C	105	97	0.7	-13	18	1	-9	-0.3	17
COc1nc(N(C#N)CC(N)=O)nc(N2CCCC2)n1	100	102	-0.2	6	17	-1	-6	1.0	0
O=C(c1ccccc1NS(=O)(=O)c1cccs1)N1CCOCC1	100	100	0.4	0	6	-3	-3	0.3	-6
C=CCn1c(COc2ccccc2C)nnc1SCC(=O)O	101	102	0.1	-9	27	2	1	-0.1	-8
COc1ccc(S(=O)(=O)NCCc2c[nH]c3ccc(C)cc23)cc1	101	103	x	-2	11	2	-5	x	5
CC(=O)O/N=C/c1c(C)c(C=O)n2ccccc12	94	91	0.0	28	13	-6	3	-1.6	-12
COc1ccccc1-c1nnc(-c2ccc(N3CCOCC3)cc2)o1	93	100	-0.8	-7	-1	4	-1	-1.9	0
Cc1cc(C)nc(N/N=C/c2cc(Br)ccc2O)n1	89	86	-0.8	33	1	-16	5	-0.3	-9
COc1ccc(C(C)=O)cc1CSc1nc2cc(Cl)ccc2o1	105	103	1.0	15	-28	1	2	0.9	-5
Cc1cc(Br)c2c(c1)/C(=C/C(=O)c1cccs1)C(=O)N2	104	101	0.3	25	5	2	-5	-0.6	9
Cc1cc2nc(C3CCN(C(=S)NCC(C)C)CC3)[nH]c2cc1C	96	100	-0.1	-6	12	15	-1	-1.7	-3
Cc1c(C(=N)C(C#N)C#N)c(=N)oc2c1ccc1ccccc12	101	99	1.5	20	25	1	-8	-0.7	-3

Continuation.
SMILES	MEKK3 PB1 HTS	MEKK2wt PB1 HTS	V1aR counter	PHOSPHO1 inh	NALP1 yeast inh	MEKK2mut PB1 HTS	GalR3 antag	OXTR ag	GPR7 antagonist
Cc1cc(C)c(S(=O)(=O)n2ccc3ccccc32)c(C)c1	x	x	1.2	22	21	x	-13	0.5	-15
O=C(CCN1CCN(Cc2ccccc2)CC1)NNC(=O)Nc1cccc(Cl)c1	108	114	-0.1	10	18	9	-2	-0.1	-4
Cc1cc(NC(=O)CSc2nnc(C)n2-c2ccccc2C)no1	106	99	-0.6	29	7	-1	-6	-0.6	-7
CCN(c1cccc(C)c1)C1C(=O)c2ccccc2N1C(C)=O (configuration not stated)	104	101	0.5	38	30	2	-5	0.1	9
CC12CCC(C(=O)NNC(=O)c3ccccc3)(OC1=O)C2(C)C (configuration not stated)	100	107	0.8	53	10	7	-3	0.2	-8
CC(=O)N1CCCc2cc(S(=O)(=O)NC(C(=O)NC3CCCCC3)C(C)C)ccc21 (configuration not stated)	78	84	-0.3	-6	18	-3	-1	-2.1	-10
O=C(c1ccccc1)n1ccc(-c2cccs2)n1	85	86	0.9	22	0	-7	-5	0.0	5
O=C(NC1CC1)c1cc2c(s1)-c1ccccc1OC2	94	99	0.1	-14	34*	-4	-5	-0.2	19
O=C(COc1ccc2ccccc2c1)N1CCNCC1	102	103	0.3	42	2	1	-6	0.6	-5
N#CCSc1nnc(-c2ccc(F)cc2)n1N	x	x	-0.3	-1	1	x	-6	0.1	0
COc1ccc(C(=O)Nc2sc(C)c(C)c2CN2CC(C)OC(C)C2)cc1 (configuration not stated)	103	121	0.8	-1	12	11	0	-0.2	3
COc1ccccc1N1CCN(/N=C/c2cccc(O)c2)CC1	88	87	1.1	-10	-19	-9	-4	0.7	1
COc1cccc(N2C(=O)C3CCCN3C2=S)c1 (configuration not stated)	105	107	0.8	46	22	3	-2	-0.8	12
COC(=O)C1=C(C)N(C)C(=O)NC1c1ccsc1 (configuration not stated)	100	104	0.6	23	-3	4	-7	-1.1	-13
FC(F)(F)C1CC(c2cccs2)Nc2ncnn21 (configuration not stated)	98	101	-1.2	-28	16	3	-2	1.0	-4
COc1ccc(OC)c(CCNC(=O)c2ccc3c(=O)[nH]c4c(C(=O)NC(C)C)sc(=S)n4c3c2)c1	99	96	2.6	37	-3	-2	-1	-0.7	-15
COCCOC(=O)C1=C(C)NC(=O)NC1c1c(OC)ncnc1OC (configuration not stated)	99	96	6.5	4	13	-1	-4	4.5	-6
Cc1ccc(S(=O)(=O)Cc2ccc(C(=O)N3CCN(c4ccc(F)cc4)CC3)o2)cc1	98	100	1.6	-12	-32	3	-1	-0.4	-2
COc1ccc(/C(N)=N/OC(=O)C2CCC(=O)N2S(=O)(=O)c2ccc(C)cc2)cc1 (configuration not stated)	100	107	4.4	6	22	-1	-5	-0.3	-19
OC(CCN1CCC2(CC1)OCCO2)C(F)(F)F (configuration not stated)	104	103	1.4	7	11	2	0	0.7	-6
C/C(Cn1nc([N+](=O)[O-])cc1C)=N\NC(=O)c1ccc(C(C)(C)C)cc1	100	101	0.5	5	-7	-2	-4	0.3	11
COC(=O)CNC(=O)c1cc(-c2ccncc2)nc2ccc(C)cc12	103	108	-0.2	10	4	8	1	-0.1	-10
O=C(Nc1ccc2nn(-c3ccccc3)nc2c1)c1ccc2c(c1)OCO2	97	92	3.2	10	16	-4	-1	-0.2	-10
CCCCNC(=O)CSc1nnc(-c2c[nH]c3ccccc23)n1CC1CCCO1 (configuration not stated)	99	97	-0.3	13	-5	2	x	-0.1	0
CCOC(=O)CSc1nc2ccccc2c(=O)n1CC1CCCO1 (configuration not stated)	102	98	-0.2	-39	-4	-2	-6	-1.2	11

Another view of part of the listing above.
Each structure is followed by: MEKK3 PB1 HTS	MEKK2wt PB1 HTS	V1aR counter	PHOSPHO1 inh	NALP1 yeast inh	MEKK2mut PB1 HTS	GalR3 antag	OXTR ag	GPR7 antagonist
- CC(=O)N1CCCc2cc(S(=O)(=O)NC(C(=O)NC3CCCCC3)C(C)C)ccc21 (configuration not stated)
    78	84	-0.3	-6	18	-3	-1	-2.1	-10
- Cc1cc(NC(=O)CSc2nnc(C)n2-c2ccccc2C)no1
    106	99	-0.6	29	7	-1	-6	-0.6	-7

Further results:
SMILES	MEKK3 PB1 HTS	MEKK2wt PB1 HTS	V1aR counter	PHOSPHO1 inh	NALP1 yeast inh	MEKK2mut PB1 HTS	GalR3 antag	OXTR ag	GPR7 antagonist
Cc1cccc2cc(CN(CC3CCCO3)C(=O)c3cnccn3)c(=O)[nH]c12 (configuration not stated)	102	104	x	7	5	1	-2	x	-4
CCN(Cc1ccccc1)C(=O)C1CCN(CC2CC=CCC2)CC1 (configuration not stated)	104	106	0.7	-10	19	0	-4	1.3	0
COC(=O)CN1C(=S)N(C)C(=O)/C1=C/c1cccs1	99	102	0.7	30	0	0	-5	-1.7	3
CC(/C=C/c1ccco1)=N\NC(=O)c1cc(C)[nH]n1	107	101	0.7	46	x	2	-6	0.2	2
O=C(N1CCN(c2ccc(F)cc2)CC1)C1(c2cccs2)CCOCC1	93	103	0.3	-1	25	5	-3	-0.8	4
O=C(CCc1ccc(S(=O)(=O)N2CCOCC2)cc1)NCCc1ccccn1	101	101	-0.7	-60	1	1	2	-1.2	12
Cc1cc(N2C(=O)Cc3ccccc3C2=O)ccc1C(C)C	99	96	0.5	13	-2	-4	-9	-0.1	-10
CCC1=Nc2cc(C(=O)NCCN3CCOCC3)ccc2Sc2ccc(C)cc21	100	104	1.1	7	12	5	-3	0.9	8
Cc1[nH]n(-c2ccc(Br)cc2)c(=O)c1/C=N/NC(=O)c1ccccc1	97	97	x	29	3	1	-1	x	-4
CC1(C)Cc2c(c(-c3ccccc3)nc(N3CCCC3)c2C(N)=O)CO1	98	103	0.1	39	6	0	-6	-1.8	-4
NS(=O)(=O)c1cccc(NC(=O)COC(=O)Cc2ccc(Cl)cc2)c1	84	92	0.7	-14	9	-1	-4	0.8	5
N#Cc1cn(CC(=O)NCc2cccnc2)c2ccccc12	99	101	-0.7	-4	13	-1	-8	0.8	-5
O=C(/C=C/c1ccco1)Oc1ccc(C(=S)N2CCOCC2)cc1	76	75	0.5	4	3	-13	-3	0.3	14
COc1ccc2nc(C(C)O)[nH]c2c1 (configuration not stated)	81	97	0.0	8	-56	-4	-5	0.9	-11
CCOc1ccc(Cc2c(Cl)nc(SC)nc2N(C)C)cc1	96	108	-0.9	-5	35	4	-13	-0.3	10
Cc1c(C(=O)OC2CCCCC2)[nH]c2c1C(=O)CC(C)(C)C2	113	111	-0.3	-7	12	17	-5	-2.4	7
NS(=O)(=O)c1ccc(N=Nc2c(O)c(C(=O)O)cc3ccccc23)cc1	65*[inhibitor]	69	0.0	43	19	-39	0	-0.8	-5
O=C(N/N=C/c1cccc2ccccc12)c1ccccc1Cl	102	95	x	15	17	-1	-9	x	-9
CCCC(=O)Nc1nc(-c2ccc3c(c2)CCN3S(C)(=O)=O)cs1	106	98	4.9	12	4	5	-5	7.8	-3
COc1ccccc1NC(=S)N1CCN(c2ncccn2)CC1	106	103	0.2	-27	1	0	-7	0.2	-1
CC(CNC(=S)Nc1cc(F)cc(F)c1)CSc1ccc(Cl)cc1 (configuration not stated)	107	105	6.3	25	24	1	-2	7.2	-1
NC(=O)CC(NC(=O)Cc1cccc2ccccc12)c1ccc(NC2CCCCCC2)c([N+](=O)[O-])c1 (configuration not stated)	96	93	-0.9	6	x	2	0	-0.7	x
COc1ccc(CCC(=O)Nc2ccc(C)c([N+](=O)[O-])c2)cc1	161*	106	-0.1	-12	26	1	3	-1.8	6
O=c1oc2ccccc2cc1-c1nc(-c2cccs2)cs1	90	66	1.0	34	-11	-13	-6	1.2	-12
COc1ccccc1N1CCN(C(=O)CCSCc2ccccc2F)CC1	102	111	0.3	-3	-6	8	6	0.5	-21

MEKK3 PB1 HTS: entries above that show a hit
canonical_smiles	MEKK3 PB1 HTS	MEKK2wt PB1 HTS	PHOSPHO1 inh	NALP1 yeast inh	MEKK2mut PB1 HTS	GalR3 antag	GPR7 antagonist
NS(=O)(=O)c1ccc(N=Nc2c(O)c(C(=O)O)cc3ccccc23)cc1	65*[inhibitor]	69	43	19	-39	0	-5
COc1ccc(CCC(=O)Nc2ccc(C)c([N+](=O)[O-])c2)cc1	161*	106	-12	26	1	3	6

Source: PubChem
